TbREL1 inh = TbREL1 inhibition, primary screen | AID 1117264 | inhibition, % at 9.66 µM | TbREL1 RNA ligation, FRET fluorescence | 89,000 compounds, 0.49% hits | P86926;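 active means inhibition above the mean inhibition across all screened compounds plus 3 SD, cut at about 11% in these data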;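 further: 0% = plate median of test wells and 100% = NSC42067 control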
Target sequence (P86926 whole entry, looked up): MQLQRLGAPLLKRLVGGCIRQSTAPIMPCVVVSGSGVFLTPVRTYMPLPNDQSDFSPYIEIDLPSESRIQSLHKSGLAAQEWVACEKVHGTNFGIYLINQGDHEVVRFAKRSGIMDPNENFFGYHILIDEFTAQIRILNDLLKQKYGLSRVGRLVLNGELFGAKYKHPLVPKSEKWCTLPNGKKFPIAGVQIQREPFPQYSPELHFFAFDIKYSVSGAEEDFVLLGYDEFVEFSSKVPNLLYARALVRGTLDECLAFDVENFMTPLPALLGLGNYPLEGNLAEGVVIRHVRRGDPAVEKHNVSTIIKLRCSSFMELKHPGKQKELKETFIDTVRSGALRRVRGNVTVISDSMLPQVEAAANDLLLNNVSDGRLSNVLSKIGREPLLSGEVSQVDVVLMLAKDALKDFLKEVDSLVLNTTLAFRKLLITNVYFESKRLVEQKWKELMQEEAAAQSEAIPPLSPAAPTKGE
Active calls of the source: *. This is a subset; rates above refer to the full screens.

SMILES,TbREL1 inh
COc1ccc(OC)c(-c2cn(S(=O)(=O)c3ccccc3)nc2N)c1,2
CNC(=S)Nc1ccc(Nc2ccccc2)cc1,-3
COCOCCn1cc(CN2CCS(=O)(=O)N(Cc3ccc(-c4ccc(C)cc4)cc3)C(C(C)C)C2=O)nn1 (stereo not drawn),0
CC(C)CCn1c(Br)nc2c1c(=O)n(CC(N)=O)c(=O)n2C,7
CN(C(=O)c1ccc2c(c1)CCO2)C(C)(C)C,-1
Cc1c(Cl)c([N+](=O)[O-])nn1CCCC(=O)NC1CCCCC1,-1
Cc1ccc(S(=O)(=O)N2[C@@H](c3ccc(F)cc3)C(C(=O)O)=CC[C@H]2c2cccc(C)c2)cc1,-1
Cc1ccc2nc(Cn3cc(C(F)(F)F)ccc3=O)cc(=O)n2c1,1
CSc1nnc(-c2cc(-c3ccc(C)cc3)nc3ccccc23)o1,0
CCCCSc1nc(C)cc(SCC(=O)N/N=C/c2ccccc2)n1,1
COc1cc(C(=O)OCC(=O)NC23CC4CC(CC(C4)C2)C3)cc(OC)c1OC,0
COc1ccc(-c2nnc(SCC(=O)NCc3ccco3)n2C)cc1,0
COc1ccc(OCC(O)Cn2cnc(-c3ccc(Br)cc3)c2)cc1 (stereo not drawn),-3
Cc1nnc(C)n1/N=C/c1cc(Br)cc(Br)c1O,-1
O=C(COc1ccc(Br)cc1Br)NC1CCCC1,2
COc1ccc(NC(=O)COC(=O)c2ccc(-n3cnnn3)cc2)c([N+](=O)[O-])c1,8
O=C(CC12CC3CC(CC(Br)(C3)C1)C2)Nc1cccc(S(=O)(=O)NC2=NCCC2)c1,-3
CCOC(=O)C1C(=O)C=C(C)C(C(=O)OCC)C1c1ccc(OC)cc1 (stereo not drawn),-2
COC(=O)c1oc2ccc(OC)cc2c1N,-6
CCOC(=O)C1CCN(S(=O)(=O)CCNC(=O)c2ccccc2)CC1,-1
O=C(NCc1ccncc1)c1ccc(Br)cc1,-1
O=c1n(Cc2ccc(Cl)cc2)c2sc3c(c2c2ncnn12)CCCC3,-2
CN1CCN(c2ccc(NC(=O)N3CCc4ccccc43)cc2)CC1,-3
Cc1n[nH]c(C)c1S(=O)(=O)NCCc1cccc(F)c1,4
Cc1ccc([C@@H]2[C@@H]3C(=O)N(C)C(=O)[C@@H]3[C@]3(C)C(=O)N(Cc4ccccn4)CC(=O)N23)o1,4
O=C(Nc1cccc(C(F)(F)F)c1)c1ccco1,0
OC(c1ccc(F)cc1)c1nc(-c2cc3ccccc3o2)cs1 (stereo not drawn),7
O=C(NC1CCN(C(=S)Nc2ccc(Cl)cc2)CC1)c1ccco1,1
CCCn1c(C)cc(C(=O)COc2ccc(-c3nnco3)cc2)c1C,5
Cc1ccc(S(=O)(=O)CC(=O)Nc2nnc(C(C)(C)C)s2)cc1,-2

For reference, some entries already given:
SMILES,TbREL1 inh
O=C(NCc1ccncc1)c1ccc(Br)cc1,-1
O=c1n(Cc2ccc(Cl)cc2)c2sc3c(c2c2ncnn12)CCCC3,-2
CN1CCN(c2ccc(NC(=O)N3CCc4ccccc43)cc2)CC1,-3
Cc1n[nH]c(C)c1S(=O)(=O)NCCc1cccc(F)c1,4
Cc1ccc([C@@H]2[C@@H]3C(=O)N(C)C(=O)[C@@H]3[C@]3(C)C(=O)N(Cc4ccccn4)CC(=O)N23)o1,4
O=C(Nc1cccc(C(F)(F)F)c1)c1ccco1,0

More structures:
SMILES,TbREL1 inh
O=C(Cn1cnc2ccccc2c1=O)OCCCCN1C(=O)c2ccccc2C1=O,2
CCO/C(C)=N/Oc1cnc2ccccc2c1,0
CCCCNC(=O)C(NC(=O)c1ccc(=O)[nH]c1)C(=O)c1ccccc1 (stereo not drawn),4
CCOc1ccccc1NC(=O)CCn1c(=O)oc2ccccc21,1
CCN(CC)c1ccc(S(=O)(=O)N(CC)CC)cc1NC(=O)c1cccnc1,-4
Cc1cc(-n2cccn2)ccc1CN1CCN(CC(C)C)C(CCO)C1 (stereo not drawn),-1
N#Cc1cccc2cnccc12,0
Cc1ccccc1S(=O)(=O)N1C[C@H]2CON(C)[C@H]2C[C@H]1c1cccc(Oc2ccccc2)c1,0
Cc1ccc(NC(=O)CNC(=O)c2ccc3c(c2)OCO3)nc1,1
COc1ccc(CNC(=O)c2cc(-c3ccc(OC)c(OC)c3)on2)cc1,-4
Cc1cccc(NC(=S)N2CCC(N(C)CC3CCCO3)CC2)c1 (stereo not drawn),-1
O=S(=O)(Nc1ccncc1)c1cc(Cl)c(Cl)cc1Cl,-2
O=C(c1ccco1)N1CCC(c2ccccc2)C1 (stereo not drawn),-1
CCCC(=O)Nc1ccc2oc(-c3cccnc3)nc2c1,-3
O=C(O)c1cccc([N+](=O)[O-])c1C(=O)Nc1nc2ccccc2s1,2
O=C(Nc1ccccn1)NC(C(F)(F)F)C(F)(F)F,-1
CC(=O)c1ccc2c(c1)OCCOCCOCCO2,2
CCOC(=O)CCCC(=O)Nc1ncnc2c1C(c1ccccc1)c1c(ccc3ccccc13)O2 (stereo not drawn),5
CC1(c2ccc3ccccc3c2)NC(=O)N(CC(=O)NCC(C)(C)N2CCOCC2)C1=O (stereo not drawn),-1
CC1(C(=O)NC(=S)N(Cc2ccccc2)c2ccccn2)CC1(Cl)Cl (stereo not drawn),-2
Cc1ccc(C)c(NC(=O)CCN2CCCCC2)c1,0
O=C(NC1CCCCCC1)C1CCN(c2nc3ccccc3o2)CC1,1
CCOC(=O)c1nc(C)nc(Sc2n[nH]c(-c3cc(Cl)cc(Cl)c3)n2)c1C,-1
CN(Cc1ccc(F)cc1Cl)S(=O)(=O)c1cccs1,4
COc1ccc2ncn(-c3ccccc3)c2c1,3
Cc1nn(-c2ccc(Cl)cc2)c(NC(=O)C(C)C)c(-c2ccccc2)c1=O,-2
COc1ccc(NC(=O)CSc2ccc3nnc(-c4cccnc4)n3n2)cc1OC,1
O=C(COc1c(Cl)cc(Cl)cc1Cl)N/N=C/c1ccc[nH]1,-3
Cn1c(=O)cc(SCC(=O)N2CCN(c3ccccc3)CC2)c2ccccc21,-3
O=C(NCc1ccco1)C1CCN(c2nc3ccccc3n2Cc2ccc(F)cc2)CC1,-1
COCCCNCCCCOc1ccccc1-c1ccccc1,5
CCOC(=O)C1=C(C)NC(=O)NC1c1ccc(C)o1 (stereo not drawn),-2
CC1CCN(C(=O)COC(=O)C2CCN(S(=O)(=O)c3ccc(Cl)c(C(F)(F)F)c3)CC2)CC1,-1
Cc1cc(C(=O)Cn2nnc3ccccc3c2=O)c(C)n1-c1ccccc1F,-5
COC(=O)c1ccc(C2=NOC(C)(c3nnc(Cc4ccccc4)o3)C2)cc1 (stereo not drawn),-3
CC(C)Oc1ccc(CNCC2(O)CCOC(C)(C)C2)cc1 (stereo not drawn),2
COc1cccc(C(C(=O)NC(C)(C)C)N(Cc2ccco2)C(=O)CCC(=O)Nc2cc(C)on2)c1OC (stereo not drawn),-6
O=C(c1ccc2c3n(nc2c1)-c1ccc(Cl)cc1CO3)N1CCCCC1,-1
Cc1noc(C)c1C(=O)OCC(=O)Nc1cccc(F)c1,-1
C=CCN1C(=O)CSC1=Nc1cccc(O)c1,-2
Cc1cccc(CN2CCN(C3CN(Cc4cn(Cc5ccc(F)cc5)nn4)S(=O)(=O)C3)CC2)c1 (stereo not drawn),-1
CN(C(=O)c1ccc2c(c1)CCN2S(C)(=O)=O)c1ccccc1,-1
C=CCc1ccc(OCCCCN2CCC(C)CC2)c(OC)c1,2
C=C1CCN([C@H](C(=O)NCc2cc(OC)c(OC)c(OC)c2)C(C)C)S(=O)(=O)c2ccccc21,0
CC(=O)N1CCc2c1cccc2S(=O)(=O)NC(CC(C)C)C(=O)Nc1ccccc1C (stereo not drawn),-2
CC(=O)Nc1ccc(NC(=O)C2CCN(S(=O)(=O)c3ccc4c(c3)OCCO4)CC2)cc1,0
O=C(COC(=O)CCc1nc2ccccc2s1)NCc1ccco1,0
COc1ccc(/C=C/C(=O)NC(=S)NNC(=O)c2cccs2)cc1,-15
COC/C=C/C1=CC2=CC(=O)C(C)(OC(=O)c3cnc4ccccc4n3)C(=O)C2=CN1Cc1ccc(OC)cc1 (stereo not drawn),8
COc1ccccc1C(O)P(=O)(OC(C)C)c1ccc(N(C)C)cc1 (stereo not drawn),-5

Other entries
SMILES,TbREL1 inh
CSc1nnc(-c2ccc(S(=O)(=O)N3CCOCC3)cc2)n1C,0
COc1ccc(CNC(=S)N2CCN(Cc3ccccc3)CC2)cc1,-1
Cc1ccc(S(=O)(=O)N2CC(O)CC2C(=O)Nc2ccc3c(c2)CCC3)cc1 (stereo not drawn),-4
O=C(O)c1nn(-c2ccccc2)c(-c2ccccc2)c1C(=O)c1ccccc1,3
O=C(NCc1ccco1)C(=O)NCC1OCCN1C(=O)c1ccc(Cl)cc1 (stereo not drawn),2
CSc1ccccc1N1CCN(C(=O)Nc2ccc3c(c2)NC(=O)CO3)CC1,-4
O=C(OCC(=O)N1CCN(c2ccccc2)CC1)c1cccc(Cl)c1,-3
Cn1c(CC(=O)Nc2ccc(Cl)c(Cl)c2)nnc1SCC(=O)NCc1ccccc1,2
CCOc1ccccc1C(=O)N[C@H](C(=O)OCc1cc([N+](=O)[O-])cc2c1OCOC2)C(C)C,-1
COc1ccc(CCNC(=O)c2cc(S(=O)(=O)N(C)C)ccc2N2CCCC2)cc1OC,-1
Cc1cc(NC(=O)CCC(=O)N(CC(=O)NC2CCCC2)c2ccccc2)no1,-1
CSCC[C@H](NS(=O)(=O)c1ccc(C(C)=O)cc1)c1nnc2ccccn12,6
CN(C)c1ccc(C(=O)NCCCSc2ccccc2)cc1,-8
CCNC(=O)C1(c2ccccc2)CCCC1,0
O=C(CSc1nnc(-c2ccccc2)o1)N1CCN(c2ccccc2)CC1,-1
O=C(Nc1ccc(Cc2ccncc2)cc1)c1cc(F)c(F)cc1Cl,-1
COCCn1c(N)c(N(Cc2ccccc2)C(=O)COc2ccccc2F)c(=O)[nH]c1=O,3
Cc1ccccc1NC(=S)N1CCCC(c2nc3ccccc3[nH]2)C1 (stereo not drawn),0
O=C(O)/C=C/C(=O)NNc1ccc([N+](=O)[O-])cc1,4
O=C(COC(=O)c1cccc(S(=O)(=O)Nc2ccc(F)cc2)c1)NCCN1C(=O)CSC1=O,0

Grouped by structure, those above with a tert-butyl group.
SMILES,TbREL1 inh
CN(C(=O)c1ccc2c(c1)CCO2)C(C)(C)C,-1
Cc1ccc(S(=O)(=O)CC(=O)Nc2nnc(C(C)(C)C)s2)cc1,-2
COc1cccc(C(C(=O)NC(C)(C)C)N(Cc2ccco2)C(=O)CCC(=O)Nc2cc(C)on2)c1OC (stereo not drawn),-6

Next compounds follow.
SMILES,TbREL1 inh
NS(=O)(=O)c1ccc(NC(=O)c2cc(Cl)ccc2Cl)cc1,2
Cc1ccc(-n2c(SCC(=O)Nc3cccc4ccccc34)nnc2-c2cnccn2)cc1,-2
COc1ccc(NC(=O)Nc2ccc3c(c2)C(=O)N([C@H](C)CO)C[C@H](C)[C@@H](CN(C)C(=O)Nc2ccc4c(c2)OCO4)O3)cc1,-3
C=CCOc1c(Br)cc(/C=N/n2c(CC)n[nH]c2=S)cc1Br,-4
COc1ccc(N2C(=O)[C@H]3[C@@H](C2=O)C2c4ccccc4C=NN2[C@H]3C(=O)C(C)(C)C)cc1 (stereo partly drawn),-6
Cc1ccsc1C(=O)N1CCC1(C)C(=O)NCCC#N (stereo not drawn),0
COc1ccc(Cl)cc1Cn1c(C)c(C(=O)NCc2ccc(F)cc2)sc1=O,0
CCCCn1c(NC(=O)C2CCCCC2)nc2ccccc21,-1
COC(=O)c1nc(-c2ccccc2)n[nH]1,1
CCOC(=O)C1(Cc2ccccc2C)CCCN(C(=O)CCc2cccnc2)C1 (stereo not drawn),1
COc1ccc(CCNC(=O)CC(=O)NCCc2ccc(OC)cc2)cc1,-3
COc1cc(OC)c(NC2=NCCCCC2)cc1Cl,0
Cc1nn(-c2ccccc2)c2sc(C(=O)NC3CCCCC3)cc12,3
CCOC(=O)C1=C(CSc2nc3ccccc3s2)NC(=O)NC1c1cc(C)ccc1C (stereo not drawn),1
CCNC(=S)/C(=C(/[O-])c1ccc([N+](=O)[O-])cc1)[n+]1ccccc1,-3
CCOc1ccccc1OCCN1CCC(Cc2ccccc2)CC1,2
COc1ccc(-c2cc(C(=O)OCC(=O)N3CCCCC3)c3ccccc3n2)cc1OC,-4
Cc1ccc(S(=O)(=O)NCCC(=O)NCCN2CCCCCC2)cc1,0
COc1ccc(OC)c(S(=O)(=O)N2CCCC(C)C2)c1 (stereo not drawn),-1
Cc1ccc(/C(O)=C2/C(=O)C(=O)N(CCCn3ccnc3)C2c2cccnc2)cc1 (stereo not drawn),-2

Overlap with the part before: two entries, then new ones.
SMILES,TbREL1 inh
COc1ccc(OC)c(S(=O)(=O)N2CCCC(C)C2)c1 (stereo not drawn),-1
Cc1ccc(/C(O)=C2/C(=O)C(=O)N(CCCn3ccnc3)C2c2cccnc2)cc1 (stereo not drawn),-2
Cc1ccc([C@H]2C[C@@H](O)[C@H](n3cc(-c4ccc(F)cc4)nn3)CN2C(=O)c2cccs2)cc1,2
O=C(Nc1nccs1)c1nc[nH]c1C(=O)N1CCc2ccccc2C1,1
COc1cc(CN2C(=O)C(CCc3ccccc3)ON=C2c2cnccn2)cc(OC)c1 (stereo not drawn),2
CCOc1ccccc1C(=O)N(CN1CCCC1=O)c1cccc(Cl)c1,0
CCN(C(=O)CSc1nnc(C(C)N(C)C)n1-c1ccc(F)cc1)C1CCS(=O)(=O)C1 (stereo not drawn),4
CC(=O)NC(CC(=O)Nc1nccs1)c1ccccc1 (stereo not drawn),0
Cc1ccc(OCC(=O)NCCCNC(=O)c2ccncc2)cc1C,0
CCn1c(-c2ccc(N)cc2)nc2ccccc21,-1
COc1ccc(CCNC(=O)C/C(C)=N/NC(=O)c2ccc(N)cc2)cc1OC,1

Screens (PubChem)
